From PubChem BioAssay
PfHsp90 yeast 2 = growth inhibition of PfHsp90-expressing yeast, primary screen, antimalarial PfHsp90 inhibitor project, S. cerevisiae, BacTiter-Glo luminescence, single point, set 2 | AID 504621, 2011 | BacTiter-Glo ATP, 48 h; yeast lacking PDR1 and PDR3 efflux regulators | hit rate 0.32% among 310,000 | inhibition, % at 9.4 µM;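 active means every replicate shows inhibition above about 80%, whatever the replicate mean, limit read from the data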;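 further: 0% = DMSO neutral controls and 100% = 20 µM radicicol positive controls; yeast relying on Plasmodium falciparum Hsp90 in place of its own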
MITF act = activators of MITF-driven TRPM1 promoter reporter, primary screen, cell-based, SK-MEL-5, luciferase, single point; hit rate 0.75% among 300,000; SK-MEL-5 TRPM1-promoter luciferase, 24 h; % of positive control, neutral wells = 0; activation, % at 12.5 µM; AID 588334, 2011;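 active means mean activation of at least 80% with every replicate also reaching 80%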;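 further: 0% = neutral control wells and 100% = parthenolide positive control wells; values of inactives mirror those of a sister screen read the other way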
SR-BI DiI-HDL act = activators of SR-BI mediated DiI-HDL uptake, primary screen, ldlA[mSR-BI] CHO cells, DiI fluorescence. 3 h; 100 = double the neutral-control signal. activation, % at 12.5 µM. hit rate 0.096% among 320,000;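 active means mean replicate activation of at least 60% and every replicate at or above 60%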;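 further: 0% = median plate neutral-control signal and 100% = twice that signal; values of inactives mirror those of a sister screen read the other way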
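Test system: SR-BI-overexpressing, LDLR-lacking CHO cells; Medium: Ham's F12 with 0.5% BSA, HEPES 25 mM, pH 7.4; Schedule: 3 h, 37 °C; Technique: bottom-read fluorescence, 550/595 nm.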
SR-BI HDL uptake = inhibitors of SR-BI mediated HDL lipid uptake, primary screen, ldlA[mSR-BI] cells, fluorescence, single point; Scavenger receptor class B member 1 (Mus musculus), Q61009; ldlA[mSR-BI] CHO cells, DiI-HDL uptake fluorescence, 3 h; inhibition, % at 12.5 µM; hit rate 0.96% among 320,000;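 active means mean replicate inhibition of at least 70% and a set share of replicates each scoring 70 or more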;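 further: 0% = median of neutral control wells and 100% = median of positive control wells; values of inactives mirror those of a sister screen read the other way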
Target sequence (Q61009 whole entry, looked up): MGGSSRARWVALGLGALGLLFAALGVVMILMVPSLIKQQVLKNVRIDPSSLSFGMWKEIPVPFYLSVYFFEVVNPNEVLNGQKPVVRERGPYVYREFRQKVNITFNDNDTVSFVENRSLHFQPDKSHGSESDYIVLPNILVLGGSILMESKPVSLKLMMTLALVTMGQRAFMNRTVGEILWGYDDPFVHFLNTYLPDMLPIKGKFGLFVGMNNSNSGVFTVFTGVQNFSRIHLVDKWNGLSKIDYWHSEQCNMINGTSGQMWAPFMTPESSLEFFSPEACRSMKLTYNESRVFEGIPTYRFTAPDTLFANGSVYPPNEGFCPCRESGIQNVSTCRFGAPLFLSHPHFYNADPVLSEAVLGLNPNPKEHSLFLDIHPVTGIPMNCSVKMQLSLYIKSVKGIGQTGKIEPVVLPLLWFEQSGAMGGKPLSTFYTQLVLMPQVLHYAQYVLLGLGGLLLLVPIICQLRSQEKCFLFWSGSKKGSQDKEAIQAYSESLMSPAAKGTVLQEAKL
NSD2 HMT inh = NSD2 histone methyltransferase inhibitors, primary screen, biochemical, AlphaScreen, single concentration, set 2. inhibition, % at 12.5 µM. Histone-lysine N-methyltransferase NSD2 (Homo sapiens), O96028. NSD2 peptide methylation, 120 min. AID 743445, 2014. hit rate 0.54% among 310,000; in the data active means inhibition above about 50%
CAL PDZ FP-1 = untagged CAL PDZ binding inhibitors, primary screen, biochemical, fluorescence polarization, HTS; purified CAL PDZ, TMR-peptide fluorescence polarization, 1 h; inhibition, % at 24.9 µM; hit rate 0.92% among 300,000; AID 602252, 2012;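 active means mean inhibition of at least 30% with at least half of replicates also reaching 30%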;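 further: 0% = DMSO neutral control and 100% = excess unlabeled competitor peptide PRC23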
PvdQ acylase = P. aeruginosa PvdQ acylase inhibitors, primary screen, biochemical, fluorescence, plate reader and imaging, single point | purified PvdQ acylase | AID 488965, 2010 | hit rate 0.063% among 340,000 | inhibition, % at 10 µM; in the data active means inhibition above about 30%, passing the limit was not always enough;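 further: 0% = vehicle neutral wells and 100% = reference inhibitor wells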
dFosB act = activators of delta FosB homodimer, primary screen, biochemical, fluorescence polarization, TAMRA-CDK5 oligo, single point. hit rate 0.99% among 340,000. Protein FosB (Mus musculus), P13346. activation, % at 25 µM. AID 493131, 2011. purified delta FosB; percent of positive-control signal above neutral wells;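 active means mean activation above about 17%, with every replicate also reaching it, limit read from the data, passing the limit was not always enough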;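 further: fluorescence polarization rise as delta FosB binds a TAMRA Cdk5 AP-1 oligo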
CAL PDZ FP-2 = CAL PDZ peptide-binding inhibitors, primary screen, biochemical, fluorescence polarization, Cer-tagged CAL PDZ, HTS | Golgi-associated PDZ and coiled-coil motif-containing protein (Homo sapiens), Q9HD26 | purified CAL PDZ, TMR-peptide fluorescence polarization, 1 h | inhibition, % at 20 µM | hit rate 0.02% among 330,000 | AID 504414, 2011;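 active means highest replicate inhibition of at least 40%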;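 further: plate controls were DMSO neutral control wells for no effect and unlabeled competitor peptide control wells for full effect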
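Test system: purified CerCALP PDZ construct; Compound dosing: one concentration, 20 µM compound; Also added: TMR-labelled reporter peptide T*-PRC34 bound in PDZ groove; Read-out: inhibition from polarization loss; Controls: unlabelled peptide and DMSO controls; Signal: FP readout, S and P plane fluorescence; Incubation: 1 h at RT.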
Rtt109 HAT inh = inhibitors of C. albicans Rtt109/Vps75 HAT, primary screen, biochemical, ThioGlo CoA-SH fluorescence, plate reader; hit rate 0.16% among 330,000; purified Rtt109/Vps75, 4 h; Histone acetyltransferase RTT109 (Candida albicans (strain SC5314 / ATCC MYA-2876)), …; inhibition, % at 34.9 µM; AID 540336, 2011;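 active means inhibition of at least 50% in every replicate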
Target sequence (Q5AAJ8 whole entry, looked up): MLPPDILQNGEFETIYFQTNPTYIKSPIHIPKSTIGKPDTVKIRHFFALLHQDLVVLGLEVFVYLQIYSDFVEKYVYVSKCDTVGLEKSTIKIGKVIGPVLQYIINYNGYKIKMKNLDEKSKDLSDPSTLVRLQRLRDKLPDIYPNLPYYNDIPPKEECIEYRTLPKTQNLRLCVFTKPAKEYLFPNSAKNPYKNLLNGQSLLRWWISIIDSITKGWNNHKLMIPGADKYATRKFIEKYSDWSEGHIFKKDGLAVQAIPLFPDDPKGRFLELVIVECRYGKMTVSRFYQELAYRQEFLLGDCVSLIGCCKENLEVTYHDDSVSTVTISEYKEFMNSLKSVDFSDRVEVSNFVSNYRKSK
* hit, by the source's call.

How did COc1ccc(C(C)NC(=O)Cc2cccs2)cc1OC (configuration not stated) do in these assays?
PfHsp90 yeast 2: -0.2; MITF act: 2.7; SR-BI DiI-HDL act: 11.1; SR-BI HDL uptake: -11.1; NSD2 HMT inh: -0.7; CAL PDZ FP-1: 1.6; PvdQ acylase: -8.6; dFosB act: 3.1; CAL PDZ FP-2: -2.1; Rtt109 HAT inh: -0.3

What do the screens show for `CCOC(=O)/C(C#N)=C1\C=CN(C)C(C)=N1`?
PfHsp90 yeast 2: 16.0; MITF act: 4.7; SR-BI DiI-HDL act: 14.3; SR-BI HDL uptake: -14.3; NSD2 HMT inh: 2.7; CAL PDZ FP-1: -4.5; PvdQ acylase: 10.7; dFosB act: -0.3; CAL PDZ FP-2: -1.2; Rtt109 HAT inh: 6.1

Results for N#CC1=C(N)Oc2cc(O)c(Cl)cc2C1c1cccnc1 (configuration not stated) ?
PfHsp90 yeast 2: -1.8; SR-BI DiI-HDL act: 22.5; SR-BI HDL uptake: -22.5; NSD2 HMT inh: -0.2; CAL PDZ FP-1: 0.7; PvdQ acylase: 12.4; dFosB act: -0.3; CAL PDZ FP-2: 0.9; Rtt109 HAT inh: 0.1

How did Cn1c(C(=O)N2CCC(C(=O)NCc3ccccc3)CC2)cc2sccc21 do in these assays?
PfHsp90 yeast 2: 1.1; MITF act: -6.7; SR-BI HDL uptake: 15.1; NSD2 HMT inh: -6.8; CAL PDZ FP-1: 10.4; PvdQ acylase: -3.8; dFosB act: -1.2; CAL PDZ FP-2: -3.2; Rtt109 HAT inh: -3.2

How did CC(C)(C)C1CCc2c(C(=O)N/N=C/c3cccs3)csc2C1 (configuration not stated) do in these assays?
PfHsp90 yeast 2: 3.3; MITF act: 124.4*; SR-BI DiI-HDL act: -21.7; SR-BI HDL uptake: 21.7; NSD2 HMT inh: -0.9; PvdQ acylase: -10.2; dFosB act: 5.2; CAL PDZ FP-2: -5.1; Rtt109 HAT inh: 4.0

What do the screens show for `CCOc1ccc(S(=O)(=O)N2CCCC(C(=O)N3CCCC3)C2)cc1` (configuration not stated)?
PfHsp90 yeast 2: -47.0; MITF act: 0.9; SR-BI DiI-HDL act: -4.7; SR-BI HDL uptake: 4.7; NSD2 HMT inh: -0.5; CAL PDZ FP-1: -2.2; PvdQ acylase: -12.3; dFosB act: 1.2; CAL PDZ FP-2: -1.7; Rtt109 HAT inh: -12.0

How did CCc1ccc(N2C(=O)C3CCCN3C2=S)cc1 (configuration not stated) do in these assays?
PfHsp90 yeast 2: 12.4; MITF act: 1.3; SR-BI DiI-HDL act: -1.8; SR-BI HDL uptake: 1.8; NSD2 HMT inh: -8.4; PvdQ acylase: -15.6; dFosB act: -2.9; CAL PDZ FP-2: -1.0; Rtt109 HAT inh: -3.8

How did Cc1csc(CN(C)C(=O)CC2C(=O)NCCN2Cc2ccc(F)c(F)c2)n1 (configuration not stated) do in these assays?
PfHsp90 yeast 2: 11.0; MITF act: -5.3; SR-BI DiI-HDL act: 3.0; SR-BI HDL uptake: -3.0; NSD2 HMT inh: 3.3; CAL PDZ FP-1: -5.3; PvdQ acylase: 7.4; dFosB act: -10.1; CAL PDZ FP-2: -1.0; Rtt109 HAT inh: 26.6

How did CCOC(=O)c1ccc(S(=O)(=O)Nc2cc(S(=O)(=O)N3CCOCC3)ccc2O)cc1 do in these assays?
PfHsp90 yeast 2: -5.3; MITF act: -4.9; SR-BI DiI-HDL act: 6.3; SR-BI HDL uptake: -6.3; NSD2 HMT inh: 15.2; CAL PDZ FP-1: 5.6; PvdQ acylase: -14.1; dFosB act: 9.8; CAL PDZ FP-2: -0.6; Rtt109 HAT inh: 0.3

How did N/C(COc1ccc(Cl)cc1)=N\NS(=O)(=O)c1ccccc1 do in these assays?
PfHsp90 yeast 2: -32.0; MITF act: -16.9; SR-BI DiI-HDL act: 10.9; SR-BI HDL uptake: -10.9; NSD2 HMT inh: -2.8; CAL PDZ FP-1: 0.6; PvdQ acylase: -3.3; dFosB act: -2.1; CAL PDZ FP-2: -2.8; Rtt109 HAT inh: -2.5

How did COc1ccc(C(=O)Nn2c(CCC(=O)O)ccc2-c2ccc(C)cc2)cc1OC do in these assays?
PfHsp90 yeast 2: 31.4; MITF act: -8.1; SR-BI DiI-HDL act: 4.0; SR-BI HDL uptake: -4.0; NSD2 HMT inh: 0.5; CAL PDZ FP-1: -6.9; PvdQ acylase: 2.0; dFosB act: 0.1; Rtt109 HAT inh: -2.9

How did O=C(NCCC1=CCCCC1)c1cnc2n(c1=O)CCS2 do in these assays?
PfHsp90 yeast 2: -8.7; MITF act: -0.1; SR-BI DiI-HDL act: 0.2; SR-BI HDL uptake: -0.2; NSD2 HMT inh: 0.1; CAL PDZ FP-1: -1.2; PvdQ acylase: 3.2; dFosB act: 1.3; CAL PDZ FP-2: 0.6; Rtt109 HAT inh: 6.1

Results for COc1ccc(N/C(N)=N/c2nc(CSc3ccc(Cl)cc3)cc(=O)[nH]2)cc1 ?
PfHsp90 yeast 2: 0.0; MITF act: -11.2; SR-BI DiI-HDL act: -4.9; SR-BI HDL uptake: 4.9; NSD2 HMT inh: -1.0; CAL PDZ FP-1: -1.8; PvdQ acylase: -8.7; dFosB act: -5.2; CAL PDZ FP-2: -1.7; Rtt109 HAT inh: 1.3

What do the screens show for `NS(=O)(=O)c1cccc(NC(=O)c2ccc(NS(=O)(=O)c3cccc([N+](=O)[O-])c3)cc2)c1`?
PfHsp90 yeast 2: -19.9; MITF act: 6.2; SR-BI DiI-HDL act: -20.4; SR-BI HDL uptake: 20.4; NSD2 HMT inh: 0.6; CAL PDZ FP-1: -4.1; PvdQ acylase: 11.5; dFosB act: 5.9; CAL PDZ FP-2: -1.1; Rtt109 HAT inh: -0.9

How did Cc1ccc(C)c2nc(N3CCCC3)c(C#N)cc12 do in these assays?
PfHsp90 yeast 2: -22.6; MITF act: 2.8; SR-BI DiI-HDL act: -4.4; SR-BI HDL uptake: 4.4; NSD2 HMT inh: -3.8; CAL PDZ FP-1: 1.8; PvdQ acylase: -13.8; dFosB act: -0.5; CAL PDZ FP-2: -1.8; Rtt109 HAT inh: -0.9

Results for Cc1ccc(C(=O)Nc2ccc3c(c2)CCC3)o1 ?
PfHsp90 yeast 2: -2.7; MITF act: 74.1; SR-BI DiI-HDL act: -23.8; SR-BI HDL uptake: 23.8; NSD2 HMT inh: 0.3; CAL PDZ FP-1: -5.6; PvdQ acylase: -10.9; dFosB act: -0.5; CAL PDZ FP-2: -1.6; Rtt109 HAT inh: 3.4

How did O=C(OCc1c(F)cccc1Cl)c1cccc(S(=O)(=O)N2CCOCC2)c1 do in these assays?
PfHsp90 yeast 2: -3.7; MITF act: -7.2; SR-BI DiI-HDL act: -22.3; SR-BI HDL uptake: 22.3; NSD2 HMT inh: -0.6; CAL PDZ FP-1: -4.3; PvdQ acylase: -9.5; dFosB act: -6.3; CAL PDZ FP-2: -1.7; Rtt109 HAT inh: 2.5

Results for COc1ccc(C(=O)N2CCOC2CNC(=O)C(=O)NCc2ccccc2Cl)cc1 (configuration not stated) ?
PfHsp90 yeast 2: 0.2; MITF act: 1.0; SR-BI DiI-HDL act: -3.5; SR-BI HDL uptake: 3.5; NSD2 HMT inh: -0.4; CAL PDZ FP-1: -2.1; PvdQ acylase: -4.9; dFosB act: -4.5; CAL PDZ FP-2: -0.6; Rtt109 HAT inh: -2.9

What do the screens show for `COc1ccc(OC)c(/C=N/NC(=O)CNC(=O)c2ccc(S(=O)(=O)N3CCCC3)cc2)c1`?
PfHsp90 yeast 2: -7.0; MITF act: 10.7; SR-BI DiI-HDL act: -40.0; SR-BI HDL uptake: 40.0; NSD2 HMT inh: -2.1; CAL PDZ FP-1: 0.2; PvdQ acylase: -3.5; dFosB act: -14.7; CAL PDZ FP-2: -2.9

How did N=C1C(=O)OCC1c1ccccc1NC(=O)CN1CCOCC1 (configuration not stated) do in these assays?
MITF act: -0.2; SR-BI DiI-HDL act: 29.1; SR-BI HDL uptake: -29.1; NSD2 HMT inh: -5.5; CAL PDZ FP-1: 10.0; PvdQ acylase: 9.9; dFosB act: -1.2; CAL PDZ FP-2: 1.1; Rtt109 HAT inh: -6.3

Results for CC(C(=O)NCCSCc1cccc(Cl)c1)N(c1ccccc1)S(C)(=O)=O (configuration not stated) ?
PfHsp90 yeast 2: -12.7; SR-BI DiI-HDL act: -9.5; SR-BI HDL uptake: 9.5; NSD2 HMT inh: -4.1; CAL PDZ FP-1: -3.0; PvdQ acylase: -7.8; dFosB act: -10.1; CAL PDZ FP-2: -0.6; Rtt109 HAT inh: -4.7

What do the screens show for `CC(C)(O[C@@H]1O[C@H](CO)[C@@H](O)[C@H](O)[C@H]1O)[C@H]1Cc2cc3ccc(=O)oc3cc2O1`?
PfHsp90 yeast 2: -19.4; MITF act: 12.0; SR-BI DiI-HDL act: 13.1; SR-BI HDL uptake: -13.1; CAL PDZ FP-1: -4.4; PvdQ acylase: -13.1; dFosB act: -5.8; CAL PDZ FP-2: 0.2; Rtt109 HAT inh: 0.6

What do the screens show for `Cc1nn(C)c(C(=O)Nc2c(C)nn(Cc3c(F)c(F)c(F)c(F)c3F)c2C)c1Br`?
PfHsp90 yeast 2: -11.1; MITF act: -12.7; SR-BI DiI-HDL act: -1.0; SR-BI HDL uptake: 1.0; NSD2 HMT inh: -1.3; CAL PDZ FP-1: -0.8; PvdQ acylase: -22.1; dFosB act: -2.8; CAL PDZ FP-2: -1.1; Rtt109 HAT inh: -0.6

What do the screens show for `Cc1cc(NC(=O)CCC(=O)N(Cc2ccco2)C(C(=O)NC2CCCC2)c2ccc(F)cc2)no1` (configuration not stated)?
PfHsp90 yeast 2: -3.8; MITF act: -2.8; NSD2 HMT inh: 1.6; CAL PDZ FP-1: -1.2; PvdQ acylase: -10.3; dFosB act: -15.6; CAL PDZ FP-2: -3.2; Rtt109 HAT inh: 8.9
